Hsp70 displacement: small molecules displacing fluorescent ligand from Hsp70 – biochemical, fluorescence polarization, primary screen (AID 583). 0.06% of 140,000 active. one-dose displacement, % at 20 µM; IC50 in µM for titrated hits. Hsp70 fluorescence polarization probe displacement, mP; higher % means a stronger effect; in the data active means displacement above about 50%;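 further: plate controls were vehicle for no effect and reference ligand for full effect; a part of the inactive calls stands beside numbers as strong as those of hits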
MKP-3 inhibition: MKP-3 phosphatase inhibitors, primary screen, biochemical, rat enzyme, in vitro (AID 425) | 0.17% of 110,000 active | recombinant MKP-3 phosphatase activity, fluorescence; higher % means a stronger effect | inhibition, % at 20 µM, or IC50 in µM where a hit was titrated; in the data active means inhibition above about 50%;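 further: plate controls were vehicle for no effect and reference inhibitor for full effect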
An asterisk follows results filed as active; & = joins results of further samples. This is a subset; count on the stated rates, not on these rows.

`C=C(C)c1cccc(C(C)(C)NC(=O)N(Cc2ccccc2)Cc2ccco2)c1` gave Hsp70 displacement -3.1%&-2.5% and MKP-3 inhibition 2%.
`O=C(NC1CCCCC1)C(c1ccncc1)N(C(=O)Cn1nnc(-c2cccs2)n1)C1CCCC1` (stereo not drawn) gave Hsp70 displacement 0.4% and MKP-3 inhibition -16%.
For COc1ccc(C(=O)N(CN2CCCC2=O)c2cc(C)on2)cc1OC the results were Hsp70 displacement -7.2% and MKP-3 inhibition 0%.
For COc1ccc(NC(=O)C2OCCc3ccccc32)c(OC)c1 (stereo not drawn) the results were MKP-3 inhibition -14%.
`Nc1ccccc1C(=O)Nc1ccc(C(=O)O)cc1` gave Hsp70 displacement -0.9% and MKP-3 inhibition 3%.
`O=C(Nc1ccc(I)cc1)C1COc2ccccc2O1` (stereo not drawn) gave Hsp70 displacement 0.9% and MKP-3 inhibition 5%.
For O=C(C1CCC1)N1CCc2cc(S(=O)(=O)NC3CCCC3)ccc21 the results were Hsp70 displacement -4.2% and MKP-3 inhibition 3%.
Screening O=[N+]([O-])c1ccccc1N[C@@H]1OC[C@@H](O)[C@H](O)[C@H]1O returned Hsp70 displacement -1.6% and MKP-3 inhibition 6%.
`Cc1nc(C)c(-c2ccccc2)c(=O)[nH]1` gave Hsp70 displacement -1.1%&3.3% and MKP-3 inhibition -10%&0%.
Screening CCCOc1ccc(N2C(=O)CC(N(CCc3ccccc3)C(=O)/C=C/C(=O)O)C2=O)cc1 (stereo not drawn) returned Hsp70 displacement 2.6% and MKP-3 inhibition -1%.
For O=C(Cc1cccs1)NCC1CCCO1 (stereo not drawn) the results were Hsp70 displacement 1.4%&-3.5% and MKP-3 inhibition 5%&-2%.
`CC1=C(C(=O)Nc2ccc(C)c(Cl)c2)C(c2cccs2)NC(=O)N1` (stereo not drawn) gave Hsp70 displacement -0.3% and MKP-3 inhibition 3%.
For COc1ccc(/C=C2\SC(=S)N(NC(=O)c3ccccc3C)C2=O)cc1 the results were Hsp70 displacement -5.6% and MKP-3 inhibition 1%.
CCOC(=O)C1CCCCN1Cc1cccc(F)c1 (stereo not drawn) was read as Hsp70 displacement -4.5%.
`Cc1cc(Br)cc(/C=N/NC(=O)c2ccc3c(c2)OCO3)c1O` gave Hsp70 displacement -8.4% and MKP-3 inhibition -1%.
For N#C/C(C(=O)NCc1ccccc1)=C1\SC(CCO)C(=O)N1c1ccccc1 (stereo not drawn) the results were Hsp70 displacement 6.8% and MKP-3 inhibition -7%.
`CC(CN1CCOCC1)OC(=O)COc1ccc(F)cc1` (stereo not drawn) gave Hsp70 displacement 2.5% and MKP-3 inhibition -5%.
CCOC(=O)c1c(C)oc2ccc(OC(=O)c3cccc([N+](=O)[O-])c3)cc12 was read as Hsp70 displacement -4.4% and MKP-3 inhibition 4%.
`CCc1ccc(NC(=O)CSc2nnc(COc3ccc4c(c3)CCCC4)o2)cc1` gave Hsp70 displacement -3.1%.
CCOC(=O)c1c(NC(=O)c2c(Br)cnn2CC)sc(C)c1C was read as Hsp70 displacement 1.9%.
CCCC(=O)Nc1ccccc1NC(=O)c1cc(OC)c(OC)c(OC)c1 was read as Hsp70 displacement 2.4%.
CC1(C)CC(NC(=O)c2ccccc2Cl)CC(C)(C)N1 was read as Hsp70 displacement 0.8%&4.2% and MKP-3 inhibition 0%&-5%.
`O=C(c1ccco1)N1CCN(C(=O)C(Cc2ccccc2)NS(=O)(=O)c2cccs2)CC1` (stereo not drawn) gave Hsp70 displacement 1.1% and MKP-3 inhibition 2%.
`FC(F)(F)c1cc(-c2ccco2)nc(NCCc2ccccc2)n1` gave Hsp70 displacement -0.8%.
`O=C(CSc1c[nH]c2ccccc12)N1CCOCC1` gave Hsp70 displacement -3.8% and MKP-3 inhibition -2%.
COc1ccc(-n2nnc3c(SCC(=O)Nc4ccc5c(c4)OCCO5)ncnc32)cc1 was read as Hsp70 displacement -4.7% and MKP-3 inhibition 4%.
`CCCOc1ccc(N2C(=O)CC(NCc3cccnc3)C2=O)cc1` (stereo not drawn) gave Hsp70 displacement 1.5% and MKP-3 inhibition 0%.
For O=C(/C=C/c1cccc([N+](=O)[O-])c1)N1CCN(c2cccc(Cl)c2)CC1 the results were Hsp70 displacement 0.9% and MKP-3 inhibition 3%.
Screening Cn1cccc1Cc1nnc(SCC(=O)NC2CCCC2)n1-c1ccc(F)cc1 returned Hsp70 displacement -5.0% and MKP-3 inhibition -3%.
O=C(Nc1cccc2ccccc12)N1CCCCCC1 was read as Hsp70 displacement 2.6% and MKP-3 inhibition -1%.
For COc1ccc(-c2cc(C(F)(F)F)nc(NCc3ccco3)n2)cc1OC the results were Hsp70 displacement -10% and MKP-3 inhibition 3%.
For CNC(=O)CN(c1ccc(C)cc1)S(=O)(=O)c1ccc(OC)c(OC)c1 the results were Hsp70 displacement 7.2% and MKP-3 inhibition 1%.
For O=C(OCC#CCSc1nnc(-c2ccccc2)o1)c1cccs1 the results were Hsp70 displacement 5.7% and MKP-3 inhibition 1%.
Screening Cc1nnc2sc(-c3ccc(-c4ccc(Cl)c(C(F)(F)F)c4)o3)nn12 returned Hsp70 displacement -1.5% and MKP-3 inhibition -6%.
Screening O=C(N/N=C/c1ccccc1O)NC12CC3CC(CC(C3)C1)C2 returned Hsp70 displacement 5.0% and MKP-3 inhibition 0%.
For CCN1CCc2nc(NC(=O)c3ccc4c(c3)OCCO4)sc2C1 the results were Hsp70 displacement -3.1%.
For Cc1cc(C)n2nc(SCc3ncc(-c4ccccc4)o3)nc2n1 the results were Hsp70 displacement -2.0% and MKP-3 inhibition 3%.
For Cc1c(NC(=O)c2ccccc2N(Cc2ccccc2)S(C)(=O)=O)c(=O)n(-c2ccccc2)n1C the results were Hsp70 displacement -1.8% and MKP-3 inhibition -1%.
For O=C(Nc1nc2ccccc2s1)c1ccc(Cl)s1 the results were Hsp70 displacement -0.4% and MKP-3 inhibition -3%.
Screening CC(=O)N1CCc2cc(S(=O)(=O)Nc3ccccc3N3CCN(C)CC3)ccc21 returned Hsp70 displacement 1.5% and MKP-3 inhibition -6%.
`O=C(Cn1cccc1C(=O)c1ccccc1)NCc1ccccn1` gave Hsp70 displacement 8.4% and MKP-3 inhibition -10%.
`CC(CSc1nc2ccccc2s1)Cn1c(N2CCCC2)nc2c1c(=O)[nH]c(=O)n2C` (stereo not drawn) gave Hsp70 displacement -1.7% and MKP-3 inhibition -12%.
Screening CCOc1cc(S(=O)(=O)N2CCCCCC2)ccc1F returned Hsp70 displacement 0.1%.
For O=C(OC(C(=O)NC1CCCC1)c1ccccn1)c1cccs1 (stereo not drawn) the results were Hsp70 displacement 4.1%.
Screening CCC(C)(C)n1nnnc1CN(Cc1ccc(Cl)cc1)Cc1ccco1 returned Hsp70 displacement -1.5% and MKP-3 inhibition -2%.
For CCc1ccccc1N(CC(=O)NC(C)c1ccccc1)S(C)(=O)=O (stereo not drawn) the results were Hsp70 displacement 0.1% and MKP-3 inhibition 0%.
Screening c1ccc(-c2nnc3n2NC(c2ccc4c(c2)OCO4)S3)cc1 (stereo not drawn) returned Hsp70 displacement -1.1%.
CCCCC(CC)C(=O)NCCCN1CCN(CCCNC(=O)C(CC)CCCC)CC1 (stereo not drawn) was read as Hsp70 displacement -4.1% and MKP-3 inhibition -6%.
For CC1(C)C2CCC1(C)C(OC(=O)CSc1nc(N)cc(=O)[nH]1)C2 (stereo not drawn) the results were Hsp70 displacement 1.0% and MKP-3 inhibition -3%.
Screening CC(C)(C)N1NC(=O)Nc2ccccc2C1=O returned Hsp70 displacement -2.5%.
CCn1c(=S)[nH]c2nc3c(cc2c1=O)CCCC3 was read as Hsp70 displacement 3.8%.
CNc1nc(Nc2ccccc2C(=O)c2ccccc2)nc(OC(C(F)(F)F)C(F)(F)F)n1 was read as Hsp70 displacement 8.6% and MKP-3 inhibition -5%.
Screening Cc1nc(Cl)sc1C(=O)O returned Hsp70 displacement 5.6% and MKP-3 inhibition -6%.
`CCC(C)NC(=O)c1cc(-c2ccccc2O)on1` (stereo not drawn) gave Hsp70 displacement -2.7% and MKP-3 inhibition -5%.
Screening O=c1sc2ccccc2c(N2CCOCC2)c1[N+](=O)[O-] returned Hsp70 displacement -2.2% and MKP-3 inhibition 1%.
For COC(=O)C1=CN(C(C)C)C=C(C(=O)OC)C1c1cccc(OC)c1 the results were Hsp70 displacement -2.7% and MKP-3 inhibition -7%.
For N#CCCCN1C(=O)C(O)(CC(=O)c2ccc3c(c2)OCCO3)c2ccccc21 (stereo not drawn) the results were Hsp70 displacement 4.6% and MKP-3 inhibition -4%.
`Cc1ccc(C(=O)CSc2nnnn2-c2ccccc2)c(C)c1` gave Hsp70 displacement 1.8% and MKP-3 inhibition 4%.
For COc1ccc(CCNS(=O)(=O)c2ccc3ccccc3c2)cc1 the results were Hsp70 displacement -1.5% and MKP-3 inhibition 2%.
CCOC(=O)c1c(C)[nH]c(C)c1C(=O)COC(=O)c1ccc(Cl)c(S(N)(=O)=O)c1 was read as Hsp70 displacement 4.8%.
Screening CCOc1ccc(N(CC(=O)Nc2ccc(OC)c(OC)c2)S(=O)(=O)c2ccc(SC)cc2)cc1 returned Hsp70 displacement 3.8% and MKP-3 inhibition 0%.
Screening O=C(c1cccc(C(=O)N2CCN(c3cccc(Cl)c3)CC2)c1)N1CCN(c2cccc(Cl)c2)CC1 returned Hsp70 displacement 2.4% and MKP-3 inhibition 1%.
For Cc1ccccc1NC(=O)c1cccc(S(=O)(=O)NC2CCCCC2)c1 the results were Hsp70 displacement 2.7% and MKP-3 inhibition 2%.
For Cc1nn2c(-c3ccccc3)nnc2c2ccccc12 the results were Hsp70 displacement 1.6% and MKP-3 inhibition -8%.
Screening O=C1NC(=S)N/C1=C/c1ccc(O)c(Br)c1 returned Hsp70 displacement -12% and MKP-3 inhibition 2%.
Screening COc1cc2c(cc1NCc1ccc3c(c1)OCO3)oc1ccccc12 returned Hsp70 displacement -0.2%&1.2% and MKP-3 inhibition 3%.
For O=C(Nc1ccc(O)c(-c2nc3ccccc3s2)c1)C(c1ccccc1)c1ccccc1 the results were Hsp70 displacement 0.4% and MKP-3 inhibition 0%.
For CCCS(=O)(=O)N1CCCC(C(=O)NCc2ccco2)C1 (stereo not drawn) the results were Hsp70 displacement 5.3% and MKP-3 inhibition -7%.
Screening CCOC(=O)Nc1ccc2c(CN3CCN(S(=O)(=O)c4ccccc4)CC3)cc(=O)oc2c1 returned Hsp70 displacement -1.3%.
For CCCNC(=O)CSc1nnc(-c2ccco2)n1C the results were Hsp70 displacement 1.5% and MKP-3 inhibition -4%.
`O=C1CC(N2CCN(C3CC(=O)N(CCc4ccccc4)C3=O)CC2)C(=O)N1CCc1ccccc1` (stereo not drawn) gave Hsp70 displacement -0.8%&1.7% and MKP-3 inhibition 4%&0%.
Screening Cn1cnnc1SCC(=O)NCCC(c1ccccc1)c1ccccc1 returned Hsp70 displacement 4.9%.
Screening CC(=O)c1c(N)[nH]c(-c2ccccc2)nc1=S returned Hsp70 displacement -0.5% and MKP-3 inhibition -2%.
Screening COC(=O)c1sc(NC(=O)CSc2nnnn2-c2cccc(OC)c2)nc1C returned Hsp70 displacement 0.9%.
`COC(=O)c1ccc2c(c1)N(Cc1ccccc1F)C(=O)c1ccccc1S2=O` (stereo not drawn) gave Hsp70 displacement -1.1% and MKP-3 inhibition -3%.
O=C(O)c1cc(-c2cccnc2)nn1-c1ccccn1 was read as Hsp70 displacement -0.5% and MKP-3 inhibition 3%.
For CCc1ccc(N2CC(C(=O)NC3=NCCS3)CC2=O)cc1 (stereo not drawn) the results were Hsp70 displacement -2.8% and MKP-3 inhibition -6%.
For CCc1nnc2n1N=C(c1ccc(-c3ccc(Cl)cc3Cl)o1)CS2 the results were Hsp70 displacement 8.6% and MKP-3 inhibition 5%.
For Cc1cccc(OCc2nnc(SCC(=O)N(C(C)C)C(C)C)n2Cc2ccco2)c1C the results were Hsp70 displacement -1.8% and MKP-3 inhibition -6%.
Screening CC1=C(C(=O)OCc2ccccc2)C(c2ccc([N+](=O)[O-])cc2)C2=C(CC(C)(C)CC2=O)N1 (stereo not drawn) returned Hsp70 displacement 10% and MKP-3 inhibition 1%.
Screening COc1cc(C(=O)Nc2nc3ccc4nc(C)sc4c3s2)cc(OC)c1OC returned Hsp70 displacement -6.8%.
For CCN(CC)CCn1c2ccc(F)cc2c2nc(C)sc21 the results were Hsp70 displacement 1.1%.

Quoted from above for reference:
Screening Cn1cnnc1SCC(=O)NCCC(c1ccccc1)c1ccccc1 returned Hsp70 displacement 4.9%.
Screening CC(=O)c1c(N)[nH]c(-c2ccccc2)nc1=S returned Hsp70 displacement -0.5% and MKP-3 inhibition -2%.
Screening COC(=O)c1sc(NC(=O)CSc2nnnn2-c2cccc(OC)c2)nc1C returned Hsp70 displacement 0.9%.
`COC(=O)c1ccc2c(c1)N(Cc1ccccc1F)C(=O)c1ccccc1S2=O` (stereo not drawn) gave Hsp70 displacement -1.1% and MKP-3 inhibition -3%.
O=C(O)c1cc(-c2cccnc2)nn1-c1ccccn1 was read as Hsp70 displacement -0.5% and MKP-3 inhibition 3%.
For CCc1ccc(N2CC(C(=O)NC3=NCCS3)CC2=O)cc1 (stereo not drawn) the results were Hsp70 displacement -2.8% and MKP-3 inhibition -6%.
For CCc1nnc2n1N=C(c1ccc(-c3ccc(Cl)cc3Cl)o1)CS2 the results were Hsp70 displacement 8.6% and MKP-3 inhibition 5%.
For Cc1cccc(OCc2nnc(SCC(=O)N(C(C)C)C(C)C)n2Cc2ccco2)c1C the results were Hsp70 displacement -1.8% and MKP-3 inhibition -6%.
Screening CC1=C(C(=O)OCc2ccccc2)C(c2ccc([N+](=O)[O-])cc2)C2=C(CC(C)(C)CC2=O)N1 (stereo not drawn) returned Hsp70 displacement 10% and MKP-3 inhibition 1%.
Screening COc1cc(C(=O)Nc2nc3ccc4nc(C)sc4c3s2)cc(OC)c1OC returned Hsp70 displacement -6.8%.
For CCN(CC)CCn1c2ccc(F)cc2c2nc(C)sc21 the results were Hsp70 displacement 1.1%.

High-throughput results from PubChem.
